NPYLR7 agonist – mosquito NPYLR7 agonism; HEK293T NPYLR7/Galpha15, GCaMP6s calcium fluorescence; activation, % at 10 µM; 270,000 compounds, 0.15% hits; AID 1259423; in the data active means activation above about 40%;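 further: 0% = vehicle and 100% = reference agonist at the receptor; some compounds past the cut are filed as inactive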
hcGAS lum – inhibitors of human cGAS; 290,000 compounds, 0.081% hits; recombinant h-cGAS, ATP depletion, Kinase-Glo luminescence; AID 1259398; Q8N884; inhibition, % at 12.5 µM;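 further: 0% = vehicle reaction and 100% = reaction without DNA for no activity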
Target sequence (Q8N884 whole entry, looked up): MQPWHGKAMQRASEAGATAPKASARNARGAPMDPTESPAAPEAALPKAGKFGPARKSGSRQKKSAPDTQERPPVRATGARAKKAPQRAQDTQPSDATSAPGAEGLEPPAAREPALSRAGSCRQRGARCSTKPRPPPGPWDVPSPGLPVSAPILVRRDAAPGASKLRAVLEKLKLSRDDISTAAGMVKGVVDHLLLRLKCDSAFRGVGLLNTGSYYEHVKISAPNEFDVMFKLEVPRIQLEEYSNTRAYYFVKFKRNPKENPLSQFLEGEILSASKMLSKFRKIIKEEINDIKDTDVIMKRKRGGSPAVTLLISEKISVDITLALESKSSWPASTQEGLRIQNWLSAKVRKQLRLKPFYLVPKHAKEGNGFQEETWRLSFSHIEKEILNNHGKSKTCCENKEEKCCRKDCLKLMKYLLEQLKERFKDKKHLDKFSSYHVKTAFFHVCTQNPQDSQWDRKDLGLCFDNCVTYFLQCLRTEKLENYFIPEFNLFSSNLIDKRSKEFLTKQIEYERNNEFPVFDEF
mcGAS lum – inhibitors of mouse cGAS; Q8C6L5; 160,000 compounds, 0.15% hits; recombinant cGAS, Kinase-Glo ATP depletion luminescence; AID 1259399; inhibition, % at 12.5 µM;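 further: 0% = negative control wells and 100% = reference inhibitor with no enzyme activity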
* hit, by the source's call; . = not tested or not shown; & = joins results of further samples. Unless noted, no stated cut-off is given here; in the data, active means inhibition above about 40%; inactive means the rest.

Sequence of screens: NPYLR7 agonist	hcGAS lum	mcGAS lum
> O=C(NC1CCCCCC1)c1cc2cc([N+](=O)[O-])ccc2oc1=O
 : 0.7	-2.9	.
> c1nc(Sc2ccc3c(c2)OCCO3)c2c3c(sc2n1)CCCC3
 : 2.0	-6.6	.
> O=S(=O)(Nc1ccc(-n2cnnn2)cc1)c1ccc(Cl)cc1C(F)(F)F
 : -0.6&13.7	-9.3&-1.2	.
> COCCCN(CC(=O)N(Cc1cccn1Cc1ccc(F)cc1)C1CCCCC1)C(=O)c1cccc(Br)c1
 : -1.4	-8.8	-5.8
> NCCNC1CS(=O)(=O)CC1O (centres undefined)
 : -1.6	-5.2	.
> COCC(=O)Nc1ccc(N(C)C)c(CN(Cc2cccc(F)c2)C(=O)c2ccco2)c1
 : -2.2	-9.3	-6.6
> Cc1cc(O)c(C(c2ccccc2)N2CCC(C)CC2)c(=O)n1Cc1cccnc1 (centres undefined)
 : 14.6	-2.9	.
> Cc1ccc(NC(=O)C(C)Nc2ccccc2C(C)C)cc1 (centres undefined)
 : 4.1	-12.5	.
> CC1(C(=O)Nc2cccc3c2CCCC3)CCN1C(=O)CC1CC1 (centres undefined)
 : 3.0	-5.3	.
> O=C(OCc1nc2ccccc2c(=O)[nH]1)C1CCCN(C(=O)c2ccco2)C1 (centres undefined)
 : -2.6	4.7	0.1
> CC=CCn1c(N2CCN(C)CC2)nc2c1c(=O)[nH]c(=O)n2C
 : 11.1	-8.4	.
> CS(=O)(=O)N1N=C(c2ccccc2)CC1c1ccc2nccnc2c1 (centres undefined)
 : 1.3	-0.3	.
> CCOC(=O)c1nc2cc(Cl)c(Cl)cc2nc1N1CCN(C(=O)CCC(=O)OC)CC1
 : 5.3	-0.2	1.8
> Cc1ccc(CSc2nc(CC(=O)NCCn3nc(-c4ccco4)ccc3=O)cs2)cc1
 : 0.2	-4.5	.
> CC(=O)c1c(C)[nH]c(C(=O)CSc2nnnn2-c2ccccc2C)c1C
 : 0.6	-10.0	.
> COc1nnnn1-c1ccccc1
 : 10.9	-2.8	-5.1
> C=CCCC(O)CN(Cc1nc2scc(-c3ccccc3)c2c(=O)[nH]1)C1CCCCC1 (centres undefined)
 : 3.1	-4.5	-4.2
> O=C(Nc1ccc(C(=O)N2CCCC2)cc1)C1COc2ccccc2O1 (centres undefined)
 : -0.1	1.4	.
> FC(F)(F)COc1cc(CNCc2ccn[nH]2)ccn1
 : 0.9	3.3	.
> COc1cccc(OCc2cc(C(=O)N3CCN(C(=O)c4ccco4)CC3)no2)c1
 : -0.6&-9.1	-8.0&1.5	.
> CCO[C@H]1COC[C@@H]1NC(=O)Cc1nc2ccc(Cl)cc2[nH]1
 : 12.3	-4.0	.
> Cc1ccc(-c2nc(N3CCOCC3)sc2C(=O)NCC2CCCO2)cc1 (centres undefined)
 : -5.0	-6.7	.
> O=C(CSc1ccc2nnc(CCNC(=O)c3ccccc3)n2n1)Nc1nccs1
 : -1.8	-2.7	-7.5
> CN1C(/C=N\Nc2nc(-c3ccccc3)cc(-c3ccccc3)n2)=NC2C=CC=CC21 (centres undefined)
 : -3.1	0.1	-6.9
> O=C(c1ccccc1C(F)(F)F)N1CCc2ccccc2C1c1ccccc1Cl (centres undefined)
 : -4.0	-7.8	-8.2
> Cc1cc2oc(=O)cc(COC(=O)C3CCC3)c2cc1C(C)C
 : 1.9	-3.3	.
> COCc1[nH]n(-c2ccc(Cl)c(Cl)c2)c(=O)c1C1=C(N2CCN(C)CC2)C(=O)N(c2ccc(OC)cc2)C1=O
 : 4.3	-0.3	0.0
> COc1ccc(/C=C/c2ccccc2)nn1
 : -3.9	-12.7	.
> CCOc1ccc(N(CC(=O)NC(C)c2ccccc2)S(C)(=O)=O)cc1 (centres undefined)
 : -9.3	-3.6	.
> NC(=O)COC(=O)c1ccccc1Cl
 : -0.4	-5.9	.
> Cc1cc(N2CCOCC(CN(C)C)C2)nc(-c2ccccc2O)n1 (centres undefined)
 : 2.5	-5.5	-10.0
> CC(=O)NCCc1ccc(C(=O)c2oc3ccc(F)cc3c2C)s1
 : 13.2	-6.5	-12.9
> NC(=O)C1CC(O)CN1c1nc(C(F)(F)F)nc2ccccc12 (centres undefined)
 : -1.2	-14.5	.
> Cc1cc(C(=O)N(CCN(C)C)c2nc3c(Cl)cccc3s2)nn1C
 : 4.4	-2.4	-5.1
> COc1cccc(N2CCC(CNC(=O)N3CCCCCC3)C2)c1 (centres undefined)
 : -1.3	-17.0	-6.6
> Cc1ccc(Cn2c(C)c(C(=O)NCc3cccc4ccccc34)sc2=O)cc1
 : 13.4	-6.3	.
> COCCCn1c(-c2ccc(Cl)cc2)nn(CN2CCc3sccc3C2)c1=S
 : 3.7	-3.9	.
> C=CCCC(=O)NCc1ccc(-c2ncc(-c3ccc(F)cc3)[nH]2)cc1
 : -0.9	-2.3	-5.0
> C[C@@H]1CN(C[C@@H]2CN(C(=O)CN(C)Cc3ccccn3)C[C@@H]2CO)C[C@H](C)O1
 : .	-12.2	-5.6
> CC(C)(C)C(NC(=O)Nc1ccc(-n2cnnn2)cc1)c1cccs1 (centres undefined)
 : -0.1	0.6	1.7
> COc1ccc(/C=C\C(=O)Nc2c3c(nn2-c2ccccc2C)CS(=O)(=O)C3)cc1OC
 : -0.2	-4.6	.
> CCOC(=O)[C@H]1C[C@]2(CCCCN(C)C2=O)N(C(=O)COc2ccccc2)[C@H]1c1ccco1
 : 5.5	-6.0	-7.2
> COc1ccc(OC)c(CC(=O)N2CCC(c3ccccc3C(=O)O)C2)c1 (centres undefined)
 : 16.8	-8.5	-18.8
> COC(=O)C1=C(C)N(C(C)C)C(=O)C1(NC(C)=O)C(F)(F)F (centres undefined)
 : 1.8	-5.2	-5.4
> CC(C)(C)c1cc(NC(=O)CN(Cc2ccccc2)C(=O)COc2ccc(Cl)cc2)n(-c2ccccc2)n1
 : 17.6	-2.0	-5.1
> COc1cc(NCc2cc(-c3ccccn3)no2)ncn1
 : 5.8	-9.4	.
> Cc1cc(C(C)NCc2cnc3n[nH]c(C)c3c2)c(C)s1 (centres undefined)
 : 4.7	-17.7	.
> Cc1ccc(CN(C)S(=O)(=O)c2ccc3c(c2)CCC(=O)N3)c(C)c1
 : 1.6	-6.6	-6.0
> CC1CCc2cc(F)ccc2N1C(=O)Cc1cc(-c2ccco2)on1 (centres undefined)
 : 0.9	-1.5	-5.0
> CNC(=O)[C@H]1C[C@]2(CCCCN(CCO)C2=O)N(C(=O)Cc2ccccc2)[C@H]1c1ccco1
 : 1.2	-4.7	-8.6
> Cc1nn(C)c(C)c1CCC(=O)N1CCN(CCn2cncn2)CC1
 : 1.3	-3.0	.
> CCCN(CC1CC(c2ccc(Cl)c(Cl)c2)=NO1)C(=O)c1cccs1 (centres undefined)
 : 24.7	-9.5	-5.0
> O=C(O)COc1ccc2c(=O)c(-c3ccc(Cl)cc3)coc2c1
 : 2.8	1.1	-5.5
> CCC(C)C(=O)N1CCC(c2nc(-c3ccccc3)no2)CC1 (centres undefined)
 : 4.8	-8.1	-7.2
> CCN(CC)C(=O)c1sc(NC(=O)c2ccnn2C)c(C(=O)OC(C)C)c1C
 : -7.2	-9.3	-5.0
> N#Cc1cnc(Sc2nnc(-c3ccccc3)n2N)nc1N
 : 0.6	-0.9	.
> Cc1ccc(OCC2c3ccsc3CCN2C(=O)CN(C(=O)c2cccs2)C2CC2)c(C)c1 (centres undefined)
 : .	0.8	-2.3
> O=C(NC1CCCCC1)c1ccc(Cl)c(S(=O)(=O)N2CCCCC2)c1
 : -3.0	-5.6	-7.7
> CCCCC(CC)C(=O)Nc1c(-c2cc(C)cc(C)c2)nc2cc(C)ccn12 (centres undefined)
 : -8.6	-8.8	-7.3
> Cc1ccc(N2C(=O)CSC2c2coc3ccccc3c2=O)cc1F (centres undefined)
 : 8.2	-2.2	-2.8

Later entries
Sequence of screens: NPYLR7 agonist	hcGAS lum	mcGAS lum
> COCc1c(Br)c(C)nc(OCC(=O)N/N=C\c2ccc(OCc3ccc(Cl)cc3Cl)cc2)c1C#N
 : 10.0	-1.5	-2.7
> Cc1cc(C)cc(N2C(=O)CSC2c2cccc(NC(=O)c3ccc(Cl)cc3)c2)c1 (centres undefined)
 : 3.9	-0.6	-2.4
> O=C(N/N=c1/oc2ccccc2cc1-c1nc2ccccc2[nH]1)c1cccc([N+](=O)[O-])c1
 : -4.4	-7.7	.
> Cc1ccc(S(=O)(=O)n2c([N+](=O)[O-])cnc2C)c(C)c1
 : 3.3	-5.0	-1.9
> Cc1ccc(-c2c(C)nn3c(NCC(C)C)cc(C)nc23)cc1
 : 3.7	-8.1	-5.5
> C=CC(C)(O)CN(C)CC1CC(c2ccccc2)=NO1 (centres undefined)
 : -0.7	-4.6	-4.2
> CCOC(=O)c1ccc2c(c1)nc(SCc1cccc(F)c1)n2Cc1ccccc1
 : -4.4	3.4	1.8
> COc1ccccc1-c1cc(C(=O)NC(C)(C)C)nc2cc(-c3ccccc3)nn12
 : 9.4	-8.1	-6.6
> O=c1ccc(-c2ccc(F)cc2)nn1CCNS(=O)(=O)c1cccc(C(F)(F)F)c1
 : -4.5	-2.5	-8.0
> CCc1cc2c(=O)[nH]c(-c3ccccn3)nc2s1
 : 3.5	0.3	.
> CC(=O)Oc1c(-c2ccc(NC(=O)c3ccco3)cc2)c(-c2ccc(N(C)C)cc2)nn1-c1ccc(C)cc1C
 : -0.9	3.5	2.3
> Cc1cc(C(=O)N2CCC(C(N)=O)CC2)c(C)n1C(C)c1ccccc1 (centres undefined)
 : -1.9	-3.2	.
> COc1ccc2nc(/C=C/c3ccc(C#N)cc3)sc2c1
 : 18.7	-8.0	-9.1
> O=C(NC1CCCCC1)C(=O)c1ccc(C2CCCCC2)cc1
 : -6.1	-5.4	-7.1
> CCCc1nc(C)sc1C(=O)N(C)CCc1ccc(OC)c(OC)c1
 : -4.5	-5.6	-3.6
> CN1CCC=C(CNC(=O)CSc2ccccc2)C1
 : 21.5	-7.4	.
> C=CCCC(O)(CCC=C)c1ccc(CN(CCCOC)Cc2ccccc2F)o1
 : -8.3	2.0	-2.4
> CCOc1ccc(-n2nnc3c(N4CCN(S(=O)(=O)c5ccc(C)c(C)c5)CC4)ncnc32)cc1
 : -14.8	-4.3	-7.1
> COc1cc(C2N(C)CCC3(OCCO3)C2(C)C)cc(OC)c1OC (centres undefined)
 : 8.6	0.4	.
> COc1ccc(NC(=O)COc2c(Cl)cccc2Cl)cn1
 : 3.6	-5.8	-5.3
> CC(/C=C/c1ccccc1)=N/NC(=O)Cn1cnc([N+](=O)[O-])n1
 : -3.7	-6.7	-5.3
> O=C(NC1CCCc2ccccc21)c1ccc(-c2cc(-c3cccc4ccccc34)[nH]n2)cc1 (centres undefined)
 : 24.2	-3.7	-6.0
> CCOc1ccc(C(=O)Nc2ccc3nn(-c4ccccc4)nc3c2)cc1[N+](=O)[O-]
 : -7.7	-5.5	-6.3
> COC(=O)c1ccc(CN2CCN(c3cc(Cl)ccc3OC)C(=O)C2C)cc1 (centres undefined)
 : -1.0	0.4	-3.9
> Cc1ccc(C(C)(C)C)cc1S(=O)(=O)NCCCOC(C)C
 : 3.0	-4.1	.
> CCOC(=O)c1c(NC=C(C#N)C#N)sc(C)c1CC
 : 0.5	-5.4	.
> NC(=O)c1cn(CC(=O)N2CCOC(C(F)(F)F)C2)c2ccccc12 (centres undefined)
 : 0.8	-6.6	-14.5
> CCOC(=O)C(C)Sc1nnc(NC(=O)c2cccc(Br)c2)s1 (centres undefined)
 : 20.9	-1.4	-2.0
> Cc1ccc2oc(-c3ccc(NC(=O)c4ccccc4Cl)cc3)nc2c1
 : -13.6	1.3	-0.6
> COc1ccc(-c2nnc3ccc(SCC(=O)Nc4ccc(OC)cc4OC)nn23)cc1
 : -0.6	-2.3	-1.3
> CCn1c(=O)c(C(=O)Nc2ccccc2)nn(-c2ccc(Cl)cc2)c1=O
 : 0.0	-2.9	-5.8
> Cc1nn2c(-c3cccc(NC(=O)CN4CCOCC4)c3)nnc2c2ccccc12
 : 5.9	-3.2	-6.4
> CCOc1cccc2cc(C(=O)Nc3nnc(-c4cc(C)nn4C)o3)oc12
 : -3.5	-3.6	0.4
> Cc1cc(C)cc(N2C(=O)CSC2c2cccc(NC(=O)C(Cl)c3ccccc3)c2)c1 (centres undefined)
 : 9.6	-4.2	-4.8
> Cc1ccc(-n2c(CNS(=O)(=O)c3ccc(C)cc3)nnc2SCc2ccccc2)cc1
 : -2.3	-10.2	-6.9
> Cc1ccc(-n2c(SCc3ccc(F)cc3)nnc2C(C)NC(=O)C(Cl)Cl)cc1 (centres undefined)
 : -6.4	-5.6	-3.1
> COc1ccccc1-n1nc(C)nc1[C@H]1Cc2ccccc2CN1
 : -1.0	-8.0	.
> O=C(O)c1cc(Oc2cccc(Br)c2)ccn1
 : 5.9	-3.5	-9.1
> COc1cc(OC)c(C2c3cccn3CCCN2Cc2cccc(Cl)c2)cc1OC (centres undefined)
 : 2.8	-3.1	.
> N#CC1C(=O)NC(c2ccco2)N(c2ccc(F)cc2)C1=S (centres undefined)
 : -4.7	-8.7	.

Copied from the listing (seven entries):
Sequence of screens: NPYLR7 agonist	hcGAS lum	mcGAS lum
> Cc1cc(C)cc(N2C(=O)CSC2c2cccc(NC(=O)C(Cl)c3ccccc3)c2)c1 (centres undefined)
 : 9.6	-4.2	-4.8
> Cc1ccc(-n2c(CNS(=O)(=O)c3ccc(C)cc3)nnc2SCc2ccccc2)cc1
 : -2.3	-10.2	-6.9
> Cc1ccc(-n2c(SCc3ccc(F)cc3)nnc2C(C)NC(=O)C(Cl)Cl)cc1 (centres undefined)
 : -6.4	-5.6	-3.1
> COc1ccccc1-n1nc(C)nc1[C@H]1Cc2ccccc2CN1
 : -1.0	-8.0	.
> O=C(O)c1cc(Oc2cccc(Br)c2)ccn1
 : 5.9	-3.5	-9.1
> COc1cc(OC)c(C2c3cccn3CCCN2Cc2cccc(Cl)c2)cc1OC (centres undefined)
 : 2.8	-3.1	.
> N#CC1C(=O)NC(c2ccco2)N(c2ccc(F)cc2)C1=S (centres undefined)
 : -4.7	-8.7	.
